# Scp1 inh: Scp-1 (human) phosphatase inhibition; AID 493091; 340,000 compounds, 0.88% hits; inhibition, % at 20 µM; Q9GZU7; Recombinant Scp1, phosphopeptide, malachite green phosphate absorbance;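 active means inhibition above about 50% at 20 µM, limit read from the data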;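 further: plate controls were DMSO wells with enzyme for no effect and wells lacking enzyme for full effect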
# Target sequence (Q9GZU7 76-261 limits assumed): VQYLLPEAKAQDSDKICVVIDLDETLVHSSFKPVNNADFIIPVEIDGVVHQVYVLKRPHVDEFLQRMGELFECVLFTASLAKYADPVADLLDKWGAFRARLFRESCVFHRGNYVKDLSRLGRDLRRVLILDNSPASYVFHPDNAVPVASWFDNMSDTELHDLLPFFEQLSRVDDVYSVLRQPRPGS
#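 Material – SCP-1 phosphatase catalytic domain, residues 76-261 · Buffer or medium – Acidic Tris acetate buffer with magnesium and detergent · Also added – Phospho 17-mer peptide substrate · Compound – single 20 µM dose, 1% DMSO · Times – 45 min room-temperature reaction, 5 min colour, 30 min stabiliser · Technique – Phosphate-binding colour reagent, absorbance read at 630 nm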
# LMPTP block: blocks human LMPTP phosphatase; recombinant LMPTP-A, OMFP fluorogenic substrate, fluorescence intensity; inhibition, % at 20 µM; 360,000 compounds, 0.22% hits;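 active means compounds that cut the enzyme signal by at least half of the control window in the single-dose screen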;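 further: plate controls were DMSO wells with enzyme plus substrate for no effect and substrate without enzyme for full effect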
# Target sequence (P24666 whole entry, looked up): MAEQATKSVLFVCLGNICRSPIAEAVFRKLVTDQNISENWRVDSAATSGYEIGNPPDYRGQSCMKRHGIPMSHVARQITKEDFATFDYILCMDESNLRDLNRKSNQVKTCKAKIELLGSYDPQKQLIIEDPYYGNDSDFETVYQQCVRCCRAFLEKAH
#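 Test system – LMPTP-A enzyme · Amount – LMPTP-A at 0.625 nM final in the reaction · Buffer or medium – Bis-Tris pH 6.0, DTT, detergent · Reagent – OMFP 400 µM · Doses – single 20 µM dose · Schedule – reaction 50 min, room temperature, dark · Detection – fluorescence intensity of OMFP turnover product · Evaluation – percent inhibition versus substrate-only and uninhibited controls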
# CSN inh: inhibitors of human CSN-mediated cullin deneddylation. Q92905. Purified CSN, SCF-Nedd8-OG deneddylation, fluorescence polarization. inhibition, % at 12.5 µM. 360,000 compounds, 0.38% hits. AID 651999;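 active means pattern-corrected inhibition above about 35%, with an unprinted fluorescence ratio check between 0.5 and 1.5, limit read from the data, passing the limit was not always enough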;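 further: 0% = enzyme with substrate and 100% = substrate without enzyme; some results filed as inactive read as strong as hits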
# Target sequence (Q92905 whole entry, looked up, one chain of several): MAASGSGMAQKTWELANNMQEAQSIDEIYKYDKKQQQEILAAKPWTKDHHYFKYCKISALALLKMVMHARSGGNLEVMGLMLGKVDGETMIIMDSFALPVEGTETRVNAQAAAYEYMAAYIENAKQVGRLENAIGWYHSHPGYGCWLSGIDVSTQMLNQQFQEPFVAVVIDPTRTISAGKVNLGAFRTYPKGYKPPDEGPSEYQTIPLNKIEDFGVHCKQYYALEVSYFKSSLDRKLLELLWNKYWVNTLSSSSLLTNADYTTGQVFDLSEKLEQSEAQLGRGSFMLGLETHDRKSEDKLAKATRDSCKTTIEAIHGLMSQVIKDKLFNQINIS
#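 Material: human Csn5 produced in HEK293T cells; Input: enzyme 0.24 nM; Reagent: SCFSkp2-Nedd8OG substrate at 10 nM final; Dosing: 12.5 µM compound; Incubation: 90 min reaction at room temperature; Detection: fluorescence polarization of the substrate; Evaluation: % inhibition of substrate cleavage by Csn5; Control set: substrate-only high control, full reaction low control.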
# MLLE-PAM2 inh: blocks PAM2 peptide binding to the PABP1 MLLE domain | P11940 | GST-MLLE / FITC-PAM2 fluorescence polarization | inhibition, % at 20 µM | 360,000 compounds, 0.36% hits | AID 588489; in the data active means inhibition above about 35%, passing the limit was not always enough;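 further: plate controls were DMSO wells with GST-MLLE for no effect and wells lacking GST-MLLE protein for full effect; some results filed as inactive read as strong as hits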
# SUMO1 PPI mod: SUMO1-SIM interaction modulation; SUMO1 binding to a labelled peptide, TR-FRET, 1 h; 360,000 compounds, 0.33% hits; inhibition, % at 20 µM; P63165; in the data active means inhibition above about 37%
# NadD block: blocks S. aureus nicotinate mononucleotide adenylyltransferase; purified NadD enzyme, colorimetric absorbance read-out; inhibition, % at 20 µM; 360,000 compounds, 0.78% hits; in the data active means inhibition above about 26%; further: some compounds past the cut are filed as inactive
# DNMT1 block: inhibitors of human DNMT1; P26358; DNMT1 molecular beacon, Hinp1I cleavage, fluorescence; inhibition (reported as % activation of signal), % at 10 µM; 360,000 compounds, 0.83% hits; in the data active means inhibition above about 50%
# STEP inh: STEP (human) phosphatase inhibition; P54829; recombinant STEP, OMFP fluorogenic substrate, fluorescence; inhibition, % at 20 µM; 360,000 compounds, 0.25% hits; AID 588621;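 active means inhibition at 20 µM, scaled per plate between control wells, above about 37%, limit read from the data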;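 further: 0% = DMSO with enzyme and substrate and 100% = substrate only without enzyme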
#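 System: STEP phosphatase, cell-free reaction; Buffer or medium: Bis-Tris pH 6.0 buffer with DTT, detergent; Incubation: 20 min at room temperature, dark; Measured by: fluorescence, 480/540 nm.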
# Rpn11 block: inhibitors of human proteasome Rpn11; human 26S proteasome, Ub4-pepOG fluorescence polarization; 20S core pre-blocked with epoxomicin; 360,000 compounds, 0.59% hits; calls only at 20 µM;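 active means inhibition at 20 µM, scaled to each plate's controls, above about 33%, limit read from the data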
# Target sequence (O00487 whole entry, looked up): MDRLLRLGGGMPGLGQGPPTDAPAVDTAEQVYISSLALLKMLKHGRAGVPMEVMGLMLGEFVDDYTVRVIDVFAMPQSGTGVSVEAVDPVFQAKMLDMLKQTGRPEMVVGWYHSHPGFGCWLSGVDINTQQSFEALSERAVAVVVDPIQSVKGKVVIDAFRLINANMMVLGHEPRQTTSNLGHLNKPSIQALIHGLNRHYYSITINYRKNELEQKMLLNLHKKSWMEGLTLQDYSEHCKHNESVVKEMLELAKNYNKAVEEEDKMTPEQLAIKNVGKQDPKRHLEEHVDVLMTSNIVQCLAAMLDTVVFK
# TbMetRS inhib: Trypanosoma brucei MetRS inhibition. 360,000 compounds, 0.4% hits. inhibition, % at 11.9 µM. purified T. brucei MetRS, ATP depletion, Kinase-Glo luminescence;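 active means inhibition above a per-plate cutoff of the control wells' mean inhibition plus 3 SD, cut at about 5.5% in these data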;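 further: 0% = DMSO wells median and 100% = median of wells with control inhibitor compound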
#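 Material: parasite MetRS enzyme / Replication: singlicate, one well per compound / Signal: luminescence of leftover ATP / Schedule: 2 h aminoacylation at 25 °C after 15 min preincubation / Medium: HEPES-MgCl2-KCl buffer plus DTT, spermine, BSA, pyrophosphatase / Doses: 11.9 µM single point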
# Starred values were filed as active, the others as inactive; i = inactive; / = no result given.
STEP inh,SUMO1 PPI mod,TbMetRS inhib,Rpn11 block,CSN inh,NadD block,LMPTP block,DNMT1 block,Scp1 inh,MLLE-PAM2 inh,mol
4,9,0.2,i,-1,3,-2.6,3,4,-9,CCCCc1cc(=O)oc2cc(OCc3nn[nH]n3)c(Cl)cc12
-4,5,-1.7,i,-2,0,-2.4,7,-14,-17,O=C(O)C1CCCN1S(=O)(=O)c1ccc(Cl)cc1 (stereo not drawn)
-4,-3,-0.9,i,2,-1,-3.2,1,1,-3,Cc1ccc(-n2cccn2)c(CN2CCC(CO)(CCc3ccccc3)CC2)c1
-2,0,-0.4,i,-1,-6,0.4,0,-7,1,CCn1cc(C(=O)NCC2CCCO2)c2cc(OC)c(OC)cc2c1=O (stereo not drawn)
-1,-3,-0.2,i,3,-1,-1.1,1,-7,-6,Cc1cccc(N2CCN(C(=O)c3ccccn3)CC2C)c1 (stereo not drawn)
-1,-22,-0.5,i,5,-2,-0.3,-1,-1,2,O=c1/c(=C\c2ccc(F)cc2)sc2n1CCCN=2
2,-7,0.3,i,-11,7,-0.5,6,-7,-2,Cc1ccc(C(=O)N/C(=C\c2ccc3c(c2)OCO3)C(=O)Nc2ccc(C(=O)O)cc2)cc1
2,-1,-0.1,i,2,0,5.5,-1,-8,0,COc1ccc(C2=NOC(Cn3nc(C(=O)NCc4ccc(OC(F)(F)F)cc4)cc3-c3ccccc3)C2)cc1 (stereo not drawn)
-3,0,-0.9,i,1,3,0.4,-4,-6,-13,CCOc1ccc(NC(=O)CC2C(=O)N(c3ccccc3)C(=S)N2Cc2ccccn2)cc1 (stereo not drawn)
0,-13,-0.2,i,-4,2,1.1,1,1,-2,Nc1cccc([N+](=O)[O-])c1
2,-1,0.1,i,0,0,-1.7,7,-6,-10,CCCCn1c(SCC(=O)Nc2nnc(C)s2)nc2c1c(=O)n(C)c(=O)n2C
-1,-3,-0.6,i,-1,2,-0.1,1,1,22,CC(=O)Nc1nc(C(=O)O)cs1
0,-3,0.2,i,5,-5,-0.9,-1,-4,14,Cc1oc(-c2cccs2)nc1CS(=O)CC(=O)NCc1ccc2c(c1)OCO2 (stereo not drawn)
3,-3,0.9,i,0,0,-1.2,-1,-4,-17,COCc1cc(=O)[nH]c(SC)n1
-1,-3,-0.5,i,-2,0,0.8,-5,5,-76,Cc1ccc(NC(=O)C2CCN(C(=O)OC(C)(C)C)CC2)cc1S(=O)(=O)N1CCCCC1
2,-15,0.1,i,4,7,-1.5,-1,-7,5,O=C(COc1ccccc1[N+](=O)[O-])Nc1ccc(CN2CCOCC2)cc1
3,-1,0.1,i,-4,-6,0.2,-1,-9,2,Cn1c(CNC(=O)Cc2ccc3c(c2)OCO3)nnc1SCc1ccccc1
1,9,-0.8,i,-3,1,0.8,-1,0,13,CCc1c(C)nc2cc(-c3ccccc3)[nH]n2c1=O
-1,5,-0.5,i,1,-3,-0.8,0,0,10,Cc1ccc(-c2csc3ncnc(N4CCN(C)CC4)c23)cc1C
-3,-4,0.2,i,-4,-6,2.0,0,-12,10,Cc1ccc(NC(=O)COc2nsnc2N2CCOCC2)cc1Cl
2,2,-1.1,i,-1,1,-1.1,2,-2,-9,N#Cc1c(NC(=O)c2nc3ncccn3n2)sc2c1CCCCC2
0,2,0.0,i,4,-1,1.5,-2,/,-16,COc1cccc(-c2ccc(CN3C(C)C(=O)N(Cc4cn(Cc5ccco5)nn4)CCS3(=O)=O)cc2)c1OC (stereo not drawn)
-2,-1,-0.7,i,-10,7,0.8,-4,-6,9,CC1=C(C(=O)Nc2cc(C(=O)N3CCN(c4cccc(C)c4)C(C)C3)ccc2C)SCCO1 (stereo not drawn)
-2,-2,-0.8,i,5,5,-0.1,-22,5,33,CN(C)CCCn1c(-c2ccccc2)nc(=S)c2c1CCCC2
2,-27,-0.3,i,-2,10,-2.8,2,-9,-9,CN(C)C1CCN(Cc2cc(COCc3ccccc3)c3cccnc3c2O)C1 (stereo not drawn)
3,3,-0.3,i,108,-5,1.7,9,-17,-9,CC(=O)CCc1oc2ccccc2c1-c1ccccc1
0,-6,-0.3,i,-6,-3,-1.1,1,-3,15,COc1cc(NC(=O)COC(=O)CC(C)(C)C)c(C)cc1[N+](=O)[O-]
0,-1,-0.9,i,5,-3,1.5,-6,-2,-2,Cc1cccc(C(=O)Nc2c(C#N)c(C)c(C)n2Cc2ccccc2)c1
-4,-6,-1.7,i,2,3,-0.2,-5,6,9,O=C(N/C=N/O)C1=NOC(CNc2ncc(C(F)(F)F)cc2Cl)C1 (stereo not drawn)
-2,3,-0.5,i,1,-2,-1.6,0,-3,12,CC(C)c1cc(CNC(=O)C2CCC(=O)N(CCc3ccc(Cl)cc3)C2)on1 (stereo not drawn)
-1,0,0.4,i,-1,-1,0.1,-3,-1,-12,O=C(CNCc1ccccc1)Nc1ccccc1-c1ccccc1
3,-2,-0.4,i,-4,5,3.7,6,-6,-13,O=C1[C@H](Cc2ccccc2)NCC=CC[C@H](c2ccc(Cl)cc2)N1Cc1ccccc1

# Exported with each value named: part of the list above
> Cc1cccc(C(=O)Nc2c(C#N)c(C)c(C)n2Cc2ccccc2)c1
  STEP inh: 0 | SUMO1 PPI mod: -1 | TbMetRS inhib: -0.9 | Rpn11 block: i | CSN inh: 5 | NadD block: -3 | LMPTP block: 1.5 | DNMT1 block: -6 | Scp1 inh: -2 | MLLE-PAM2 inh: -2
> O=C(N/C=N/O)C1=NOC(CNc2ncc(C(F)(F)F)cc2Cl)C1 (stereo not drawn)
  STEP inh: -4 | SUMO1 PPI mod: -6 | TbMetRS inhib: -1.7 | Rpn11 block: i | CSN inh: 2 | NadD block: 3 | LMPTP block: -0.2 | DNMT1 block: -5 | Scp1 inh: 6 | MLLE-PAM2 inh: 9
> CC(C)c1cc(CNC(=O)C2CCC(=O)N(CCc3ccc(Cl)cc3)C2)on1 (stereo not drawn)
  STEP inh: -2 | SUMO1 PPI mod: 3 | TbMetRS inhib: -0.5 | Rpn11 block: i | CSN inh: 1 | NadD block: -2 | LMPTP block: -1.6 | DNMT1 block: 0 | Scp1 inh: -3 | MLLE-PAM2 inh: 12
> O=C(CNCc1ccccc1)Nc1ccccc1-c1ccccc1
  STEP inh: -1 | SUMO1 PPI mod: 0 | TbMetRS inhib: 0.4 | Rpn11 block: i | CSN inh: -1 | NadD block: -1 | LMPTP block: 0.1 | DNMT1 block: -3 | Scp1 inh: -1 | MLLE-PAM2 inh: -12

# Continuation:
STEP inh,SUMO1 PPI mod,TbMetRS inhib,Rpn11 block,CSN inh,NadD block,LMPTP block,DNMT1 block,Scp1 inh,MLLE-PAM2 inh,mol
-4,-2,-1.1,i,5,0,-2.0,0,-1,-1,O=C(CC1SC(=O)N(Cc2ccc(Cl)cc2)C1=O)Nc1nccs1 (stereo not drawn)
4,-41,-0.1,i,3,0,1.0,5,-1,1,CCN1C(=O)/C(=C2\SC(N3CCOCC3)=NC2=O)c2ccccc21
0,-9,-0.8,i,2,-3,-1.4,-4,3,-5,COC(=O)Cn1cc(/C=C(/C#N)C(=O)N2CCOCC2)c2ccccc21
-4,-11,-0.1,i,-4,1,0.6,1,-10,3,CCOC(=O)CCC(=O)Nc1cccc([N+](=O)[O-])c1
0,10,-0.1,i,2,17,9.2,-11,-2,6,Oc1ccccc1N1CCN(c2nc(-c3cccs3)nc3ccccc23)CC1
0,0,0.2,i,-5,-3,-1.0,5,/,19,CCN(CC)C(=O)C1=C(C)N(CCCN2CCCC2=O)C(=O)C(CC(=O)NC(c2ccccc2)c2ccccc2)C1 (stereo not drawn)
2,6,0.0,i,2,-1,-1.2,0,-2,3,CCOC(=O)c1c(NC(=O)COC(=O)Cn2cnc3ccccc32)sc(C)c1C
3,7,-0.3,i,3,-10,1.0,8,-6,-2,CC1(C(=O)OCC(=O)Nc2ccc(Cl)cn2)CC1(Cl)Cl (stereo not drawn)
-1,-2,-0.3,i,-5,3,0.2,-5,-6,-3,COC1=CC2(O)CCCC2=CC1=O (stereo not drawn)
-3,0,-0.8,i,1,-8,-0.6,0,-5,-5,Cc1ccc(N2C(N)=NC(N)=NC2(C)C)c(C)c1
1,-18,-0.3,i,18,16,1.7,2,-5,-8,COc1cc(OC)cc(-c2c(-c3cccs3)c3cc(-c4ccc(SC)cc4)ccc3n2C)c1
1,-2,-1.0,i,-3,1,-0.1,0,-4,-11,CCOC(=O)C1=C(c2ccccc2)Nc2c(c(=O)n(C)c(=O)n2C)C1c1ccc(O)c(OC)c1 (stereo not drawn)
-1,-2,0.0,i,-2,-5,-0.6,-9,1,5,OCC1(CCOc2ccccc2)CCN(C2Cc3ccccc3C2)CC1

# Quoted at random: 3 records from the list.
STEP inh,SUMO1 PPI mod,TbMetRS inhib,Rpn11 block,CSN inh,NadD block,LMPTP block,DNMT1 block,Scp1 inh,MLLE-PAM2 inh,mol
1,-2,-1.0,i,-3,1,-0.1,0,-4,-11,CCOC(=O)C1=C(c2ccccc2)Nc2c(c(=O)n(C)c(=O)n2C)C1c1ccc(O)c(OC)c1 (stereo not drawn)
-1,-2,-0.3,i,-5,3,0.2,-5,-6,-3,COC1=CC2(O)CCCC2=CC1=O (stereo not drawn)
1,-18,-0.3,i,18,16,1.7,2,-5,-8,COc1cc(OC)cc(-c2c(-c3cccs3)c3cc(-c4ccc(SC)cc4)ccc3n2C)c1
